# IP6K1 inh = IP6K1 kinase inhibition | Q92551 | IP6K1 kinase, ADP-Glo luminescence, 2 h; hits give low values | activity change, % (series mostly up to about 58 µM) | 140,000 tested, 0.81% active; in the data active = activity change below about -25%
#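 ADP-Glo luminescence measures ADP made by human IP6K1 during a 2 h RT reaction with ATP/IP6 (mix at 1.3 mM/130 uM); top library doses 57.5 and 19.1 uM final.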
# SNCA expr inh = SNCA gene expression inhibition. HEK-293 SNCA-luciferase knock-in, luminescence, 24 h. Potency, µM (titrated, usually from 57.2 µM), for the others: at the highest dose activity change, negative = inhibition, most hits filed as inhibitors. 140,000 tested, 0.17% active;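 note: potency is the fitted concentration of half-maximal effect; plate controls were DMSO cells for no effect and cell-free wells for full effect; nearly all actives have a fitted effect of over 45% in size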
# FLuc inh = inhibitors of firefly (Photinus pyralis) luciferase. P08659. purified P. pyralis luciferase, luminescence, biochemical. Potency, µM (top dose mostly 115 µM), without a hit: at the highest dose activity change, negative = inhibition, most hits filed as inhibitors. 76,000 tested, 2.5% active. AID 1347043; note: potency is the fitted concentration of half-maximal effect; nearly all actives have a fitted effect of over 65% in size
# Target sequence (P08659 whole entry, looked up): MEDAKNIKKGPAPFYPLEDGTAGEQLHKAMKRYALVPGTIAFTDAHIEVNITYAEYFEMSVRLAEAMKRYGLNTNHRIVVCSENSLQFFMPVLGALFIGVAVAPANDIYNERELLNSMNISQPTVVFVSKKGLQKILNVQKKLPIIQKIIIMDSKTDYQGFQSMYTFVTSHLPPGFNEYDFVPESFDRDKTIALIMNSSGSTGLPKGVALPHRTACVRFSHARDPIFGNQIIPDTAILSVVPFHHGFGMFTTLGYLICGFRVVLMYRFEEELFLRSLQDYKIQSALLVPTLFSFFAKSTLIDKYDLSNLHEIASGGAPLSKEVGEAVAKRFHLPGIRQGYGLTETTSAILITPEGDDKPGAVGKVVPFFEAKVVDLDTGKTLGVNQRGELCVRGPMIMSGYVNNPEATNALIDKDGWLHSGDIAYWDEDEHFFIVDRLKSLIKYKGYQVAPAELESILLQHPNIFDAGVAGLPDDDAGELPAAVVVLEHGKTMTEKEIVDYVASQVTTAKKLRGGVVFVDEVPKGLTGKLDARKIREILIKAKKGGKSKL
#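 Luminescence read by CCD imaging after purified firefly luciferase (10nM final) was added to substrate buffer holding 10uM D-luciferin and 10uM ATP, pH 7.5, pre-dosed with compound.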
# 3T3 cytotox = cytotoxic compounds in NIH 3T3 cells | NIH 3T3 viability, CellTiter-Glo ATP luminescence, 48-72 h | Potency, µM (doses to about 96.7 µM), inactives show at the highest dose activity change, negative = cytotoxicity, actives largely listed as inhibitors | 94,000 tested, 4.3% active | AID 1345082; note: potency is the fitted concentration of half-maximal effect; nearly all actives have a fitted effect of over 55% in size
#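 Cytotoxicity is measured as loss of cellular ATP: NIH 3T3 cells (400/well) are exposed to compound for 48 or 72 hr at 37 °C, then CellTiter-Glo luminescence is imaged after 10 min at room temperature.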
# HEK cytotox = HEK 293 cell cytotoxicity; HEK 293 viability, ATP luminescence (CellTiter-Glo), 48-72 h; Potency, µM (top dose mostly 115 µM), for inactives: at the top dose activity change, negative = cytotoxicity, most hits filed as inhibitors; 94,000 tested, 6.6% active; AID 1345083; note: potency is the fitted concentration of half-maximal effect; nearly all actives have a fitted effect of over 60% in size
#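 HEK 293 cells seeded at 250 cells/well were exposed to compound for 48 or 72 hr at 37 degree Celsius. Viability taken as ATP content by CellTiter-Glo luminescence.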
# GPT2 inh = blocks human glutamate pyruvate transaminase 2. 100,000 tested, 0.25% active. Q8TD30. Recombinant GPT2, coupled pyruvate oxidase/HRP Amplex Red fluorescence. Potency, µM (doses to about 57.7 µM), for inactives: top-dose activity change, negative = inhibition, usual class: inhibitors; note: potency is the fitted concentration of half-maximal effect; nearly all actives have a fitted effect of over 60% in size; many of its hits are not listed in these tables
# Target sequence (Q8TD30 whole entry, looked up): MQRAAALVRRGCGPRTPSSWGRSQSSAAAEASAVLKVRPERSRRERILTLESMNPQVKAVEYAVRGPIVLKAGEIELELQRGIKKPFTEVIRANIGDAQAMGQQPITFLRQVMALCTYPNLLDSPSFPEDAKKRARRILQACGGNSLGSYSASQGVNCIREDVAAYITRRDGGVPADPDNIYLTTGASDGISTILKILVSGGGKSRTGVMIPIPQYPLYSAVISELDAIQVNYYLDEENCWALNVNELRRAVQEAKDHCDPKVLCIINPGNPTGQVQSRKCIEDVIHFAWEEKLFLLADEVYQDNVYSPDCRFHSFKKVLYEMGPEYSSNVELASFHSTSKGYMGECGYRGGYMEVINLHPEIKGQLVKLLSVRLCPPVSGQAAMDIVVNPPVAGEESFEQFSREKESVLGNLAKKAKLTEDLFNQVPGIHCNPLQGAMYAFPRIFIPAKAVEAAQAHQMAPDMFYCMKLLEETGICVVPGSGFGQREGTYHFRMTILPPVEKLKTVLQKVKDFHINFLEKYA
#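 Fluorescence read-out: pyruvate from GPT2 turnover coupled to pyruvate oxidase, HRP and Amplex Red (0.2mM ThPP, 0.2U/mL PO and HRP, 50uM Amplex final). Substrates 250uM a-KG, 2mM L-alanine; enzyme 10ng/uL; 30 min RT.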
# SNCA viab count = cell viability loss counter-screen. HEK-293-SNCA-luc viability, GF-AFC fluorescence, 24 h. Potency, µM (top dose mostly 57.1 µM), inactives show at the highest dose activity change, negative = cytotoxicity, most hits filed as cytotoxic. 150,000 tested, 0.12% active;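 note: potency is the fitted concentration of half-maximal effect; 0% = DMSO-treated cells and -100% = medium-only wells without cells; nearly all actives have a fitted effect of over 30% in size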
#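 HEK-293-SNCA-luc cells (1500/well) plated 24 h, then exposed 24 h to a dilution series; GF-AFC added 30 min at 37C, fluorescence 405/540 nm; normalised to medium-only and DMSO wells, Hill fit.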
# * marks the source's active call; other numbers are inactive results; i = inactive; ? = inconclusive; . = no result given; [ ] = dose if it differs, or a comment. Unless noted, calls come from the whole dose curve; as a rule, active = well fitted curve in the direction sought with a large enough effect; inconclusive = small, poorly fitted or top-dose-only effect, or another doubt; inactive = no such curve, though single readings can be large; an effect the other way counts as inactive or inconclusive. Unless noted, % is set by controls: 0 for no effect and ±100 for the full control effect.
entry	canonical_smiles	IP6K1 inh	SNCA expr inh	FLuc inh	3T3 cytotox
1	CCOc1ccc2c(n1)CCN(C(=O)C1CCOCC1)C2	-22	-18%	0%	-8%
2	CCc1ccc(C(c2ccccc2)c2c[nH]c3ccc(C)cc23)s1 (stereo unspecified)	-4	-3%	.	.
3	Clc1cccc(N2CCN(c3nc4ccccc4c4nc(-c5ccccc5)nn34)CC2)c1	8	-10%	.	.
4	OC1COC(OCC2OC(OCCc3ccccc3)C(O)C(O)C2O)C(O)C1O (stereo unspecified)	9	.	.	.
5	O=C(C1CC=CC1)N1CCC([C@@H]2CNC[C@H]2CO)CC1	-1	?	-13%	3%
6	O=C(CCC[C@@H]1[C@H]2CCCN3CCC[C@@H](CN1C(=O)C1CCC1)[C@@H]23)NCC1CC1	6	10%	7%	2%
7	Cc1cccc(CN2CCCC3(CCN(c4nc5ccccc5o4)C3)C2=O)c1 (stereo unspecified)	8	44%[activator]	?	?
8	Cc1ccc2oc(=O)c(-c3nc4ccc(C)cc4[nH]3)cc2c1	9	63%[activator]	.	.

entry	HEK cytotox	GPT2 inh	SNCA viab count
1	23%	-10%	-6%[12.5 µM]
2	.	.	1%
3	.	.	14%
4	.	?	-10%[23.9 µM]
5	3%	i	-9%[12.5 µM]
6	6%	-13%	-3%
7	?	?	3%
8	.	.	7%

# Further entries follow:
entry	canonical_smiles	IP6K1 inh	SNCA expr inh	FLuc inh	3T3 cytotox
9	Cc1ncoc1C(=O)N[C@@H]1CN(S(C)(=O)=O)C[C@H]1CN(C)C	5	7%	-4%	-8%
10	O=[N+]([O-])c1cccc(-c2ncc[nH]2)c1	2	-23%[87.6 µM]	.	-2%[230 µM]
11	COc1ccc(N(CC(=O)N2CCN(c3ccc(F)cc3)CC2)S(=O)(=O)c2c(C)noc2C)cc1	3	-21%	.	.
12	Cc1ccc(NC(=O)N2CCCC(Cn3cnc4cccnc43)C2)c(Cl)c1 (stereo unspecified)	8	20%	2%	?
13	CN1CCN(C(=O)C2CCC(=O)N(Cc3cccc(C(F)(F)F)c3)C2)CC1=O (stereo unspecified)	8	-15%	0%	3%
14	CN1CCCC1c1nc(C2CNC2)no1 (stereo unspecified)	8	?	-10%	4%
15	O=C1Nc2ccccc2OCC12CCN(CC1CCCC1)CC2	4	-17%[87.6 µM]	3%[172 µM]	5%[138 µM]
16	CCOC(=O)c1cc(-c2ccccc2)n(CC(=O)NC(C)c2ccccc2)c1C (stereo unspecified)	-2	-9%	.	.

entry	HEK cytotox	GPT2 inh	SNCA viab count
9	-10%	i	4%
10	i	1%[88.5 µM]	-17%[87.6 µM]
11	.	.	-4%
12	?	i	12%
13	3%	-3%	-10%
14	1%	i	12%[12.5 µM]
15	0%[172 µM]	i	-4%[87.6 µM]
16	.	.	-11%

# Carrying on.
entry	canonical_smiles	IP6K1 inh	SNCA expr inh	FLuc inh	3T3 cytotox
17	CCN(Cc1c(O)cccc1OC)CC1CCN(CCc2ccccc2C)CC1	5	-2%	0%	?
18	CC(C)CN1CCn2nc(CNC(=O)N3CCN(C)CC3)cc2C1	9	2%	0%	2%
19	Cc1nc(CN2C(=O)OC3(CCN(Cc4ccc(C(C)C)cc4)CC3)C2(C)c2ccccc2)cs1 (stereo unspecified)	-22	?	4%	45µM*
20	CCc1noc(-c2cn(C3CCN(C(=O)C(C)Oc4ccc(Cl)cc4)CC3)nn2)n1 (stereo unspecified)	18	-12%	-6%	?
21	COc1ccc(CN2CCc3oc(C)c(C(=O)N4CCN(c5ncccn5)CC4)c3C2)cc1	-1	70%[activator]	?	?
22	CC(=O)Nc1cccc(C(=O)NC2CCCN(c3cc(-c4ccccc4)[nH]n3)C2)c1 (stereo unspecified)	0	58%[activator]	?	?
23	O=C(Nc1c(C(=O)c2ccc(Cl)cc2)oc2ccccc12)c1cc(=O)c2ccccc2o1	26	9%	.	.
24	O=C(CNC(=O)c1ccc(-c2cnc3ccccc3c2)cc1)NCc1ccccc1Cl	14	.	.	-31%

entry	HEK cytotox	GPT2 inh	SNCA viab count
17	?	-9%	-7%
18	4%	-20%	-6%
19	?	-13%	-20%
20	?	1%	5%
21	?	i	-13%
22	?	-11%	-13%
23	.	.	-8%
24	?	.	.

# Carrying on:
entry	canonical_smiles	IP6K1 inh	SNCA expr inh	FLuc inh	3T3 cytotox
25	COc1ccc(C(=O)N2CCN(C(=O)c3nnn4c3COC(c3ccc(F)cc3)C4)CC2)cc1F (stereo unspecified)	5	?	-2%	?
26	COc1ccc(-c2noc([C@@H]3C[C@H](NC(=O)c4ccc(C#N)cc4)CN3C)n2)cc1	-5	3%[87.6 µM]	2%[172 µM]	-6%[174 µM]
27	CN1CCN(c2nccc3c(=O)cc(N(C)C4CCOCC4)oc23)CC1	-18	5%[87.6 µM]	-6%[172 µM]	?
28	COCCOCc1nc(C2CCN(C(=O)c3cc(C)n(C)n3)C2)no1 (stereo unspecified)	5	17%	10%	3%
29	CNC(=O)[C@@H]1CN(C(=O)c2ccc3ncccc3c2)C[C@H]1COC	9	-4%	0%	-10%
30	O=C(O)C[C@@H]1CCN(C(=O)c2ccco2)C[C@@H]1CCN1CCN(c2ccc(F)cc2)CC1	-7	-1%	1%	i
31	CCCN(CC1CCOC1)S(=O)(=O)c1ccccc1C(F)(F)F (stereo unspecified)	0	5%	3%	2%
32	CC(=O)NC[C@@H]1C=C(C)[C@H](CC(=O)N2CCCC2)C[C@H]1C(C)C	-6	4%[87.6 µM]	-2%[172 µM]	4%[174 µM]

entry	HEK cytotox	GPT2 inh	SNCA viab count
25	-16%	5%	2%
26	-7%[172 µM]	i	-7%[87.6 µM]
27	-6%[172 µM]	-9%[88.5 µM]	9%[87.6 µM]
28	4%	4%	9%
29	-17%	-5%	11%
30	i	-8%	-2%
31	1%	-13%	3%
32	4%[172 µM]	-3%[88.5 µM]	-4%[87.6 µM]

# Additional structures follow.
entry	canonical_smiles	IP6K1 inh	SNCA expr inh	FLuc inh	3T3 cytotox
33	CN(C)C[C@@H]1CN(c2ncccn2)C[C@H]1NC(=O)c1ccc(Cl)s1	1	-13%	2%	-4%
34	COc1ccc(CN(CC2CCCO2)C(=O)C2CCN(CC(N)=O)CC2)cc1 (stereo unspecified)	12	-22%	2%	0%
35	Cc1cc(C(F)(F)F)nn1CC(=O)N1CCC2(CC1)CC(CC(=O)NCc1ccccc1)CCO2 (stereo unspecified)	-8	?	.	-16%
36	CCc1nc(-c2c3n(c(=O)n(CC(=O)Nc4ccc(Cl)cc4F)c2=O)CCCC3)no1	31	10%	0%	-10%
37	O=C(c1ccccc1F)N1CCn2c(nnc2C2CC2)C1	-1	-2%[87.6 µM]	.	-18%[138 µM]
38	COc1ccc(NC(=O)c2c(-c3ccccc3)c(-c3ccccc3)nn(C)c2=O)cc1OC	19	?	.	.
39	CNC(=O)C1CN(c2ccc(OC)cc2)C(=O)N1 (stereo unspecified)	-6	21%[87.6 µM]	-15%[172 µM]	-23%[138 µM]
40	CCCCN1C(=O)[C@@H]2C[C@@H](O)CN2C2(CN(Cc3cnc4ccccc4c3)C2)C1=O	7	5%[87.6 µM]	0%[172 µM]	0%[174 µM]

entry	HEK cytotox	GPT2 inh	SNCA viab count
33	5%	-9%	-2%
34	2%	-4%	-11%
35	?	-2%	-9%
36	10%	i	-3%
37	0%[172 µM]	i	-1%[87.6 µM]
38	.	.	5%
39	-13%[172 µM]	2%[88.5 µM]	-16%[87.6 µM]
40	2%[172 µM]	i	-8%[87.6 µM]

# Carrying on.
entry	canonical_smiles	IP6K1 inh	SNCA expr inh	FLuc inh	3T3 cytotox
41	CCOc1ccccc1NC(=O)N1CCC(=O)N(CC)C2(CCOCC2)C1	-7	-5%	-6%	1%
42	Cc1ccc(S(=O)(=O)N2CCC(Oc3ncccc3C(=O)N3CCOCC3)C2)cc1 (stereo unspecified)	32	?	0%	-11%
43	Cc1ccc2c(c1)cc1c(=O)n(CC(=O)NC(C)CCc3ccccc3)nc(C)n12 (stereo unspecified)	-12	-5%	.	.
44	COc1ccc(C(=O)N2CCC3(CC2)CC(CO)N(C(=O)c2ccccc2)C3)cc1F (stereo unspecified)	-11	17%	8%	-4%
45	COc1ccc(C(=O)N2CCCC2c2nc(CCOc3cccc(C)c3)no2)cn1 (stereo unspecified)	-1	-5%	-1%	-23%
46	CNC(=O)[C@H]1CN(C(=O)Cc2cccs2)[C@]2(C)C(=O)N(CCOC)c3ccccc3[C@H]12	-1	7%[25.6 µM]	.	?
47	O=C(c1cccc(C(F)(F)F)c1)N1CCCN(c2nnc3ccc(Cl)cn23)CC1	38	48%[activator]	-16%	-25%
48	CN1CCN(c2ccc3nnc(C4CCC4)n3n2)CC1	-4	3%	-4%	i
49	CCc1noc(-c2ccn3c(CNC(=O)C4CCC4)nnc3c2)n1	8	14%	-3%	-6%

entry	HEK cytotox	GPT2 inh	SNCA viab count
41	-2%	2%	-15%
42	-1%	i	10%
43	.	.	5%
44	i	i	3%
45	?	0%	-29%
46	?	i	7%[23.9 µM]
47	-4%	i	-12%
48	-8%	4%	2%
49	-8%	i	-1%

# A second format for part of the listing above.
no. | SMILES | IP6K1 inh | SNCA expr inh | FLuc inh | 3T3 cytotox | HEK cytotox | GPT2 inh | SNCA viab count
38 | COc1ccc(NC(=O)c2c(-c3ccccc3)c(-c3ccccc3)nn(C)c2=O)cc1OC | 19 | ? | . | . | . | . | 5%
39 | CNC(=O)C1CN(c2ccc(OC)cc2)C(=O)N1 (stereo unspecified) | -6 | 21%[87.6 µM] | -15%[172 µM] | -23%[138 µM] | -13%[172 µM] | 2%[88.5 µM] | -16%[87.6 µM]
40 | CCCCN1C(=O)[C@@H]2C[C@@H](O)CN2C2(CN(Cc3cnc4ccccc4c3)C2)C1=O | 7 | 5%[87.6 µM] | 0%[172 µM] | 0%[174 µM] | 2%[172 µM] | i | -8%[87.6 µM]
41 | CCOc1ccccc1NC(=O)N1CCC(=O)N(CC)C2(CCOCC2)C1 | -7 | -5% | -6% | 1% | -2% | 2% | -15%
42 | Cc1ccc(S(=O)(=O)N2CCC(Oc3ncccc3C(=O)N3CCOCC3)C2)cc1 (stereo unspecified) | 32 | ? | 0% | -11% | -1% | i | 10%
43 | Cc1ccc2c(c1)cc1c(=O)n(CC(=O)NC(C)CCc3ccccc3)nc(C)n12 (stereo unspecified) | -12 | -5% | . | . | . | . | 5%
44 | COc1ccc(C(=O)N2CCC3(CC2)CC(CO)N(C(=O)c2ccccc2)C3)cc1F (stereo unspecified) | -11 | 17% | 8% | -4% | i | i | 3%
45 | COc1ccc(C(=O)N2CCCC2c2nc(CCOc3cccc(C)c3)no2)cn1 (stereo unspecified) | -1 | -5% | -1% | -23% | ? | 0% | -29%
46 | CNC(=O)[C@H]1CN(C(=O)Cc2cccs2)[C@]2(C)C(=O)N(CCOC)c3ccccc3[C@H]12 | -1 | 7%[25.6 µM] | . | ? | ? | i | 7%[23.9 µM]
47 | O=C(c1cccc(C(F)(F)F)c1)N1CCCN(c2nnc3ccc(Cl)cn23)CC1 | 38 | 48%[activator] | -16% | -25% | -4% | i | -12%
48 | CN1CCN(c2ccc3nnc(C4CCC4)n3n2)CC1 | -4 | 3% | -4% | i | -8% | 4% | 2%

# Some of the compounds tested; rates above refer to the full screens.
